HTR5A inv ag: HTR5A inverse agonism, opioid heterodimer counter-screen; actives 0.083% (n = 340,000); HTR5A cell line, luminescence; inhibition, % at 9.3 µM; AID 504634; P47898; in the data active means inhibition mostly above about 23%, no sharp cut-off; inactive means mostly below about 18%;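 further: 0% = cells with DMSO and 100% = no-cell wells with DMSO; some compounds called inactive have numbers as strong as hits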
Target sequence (P47898 whole entry, looked up): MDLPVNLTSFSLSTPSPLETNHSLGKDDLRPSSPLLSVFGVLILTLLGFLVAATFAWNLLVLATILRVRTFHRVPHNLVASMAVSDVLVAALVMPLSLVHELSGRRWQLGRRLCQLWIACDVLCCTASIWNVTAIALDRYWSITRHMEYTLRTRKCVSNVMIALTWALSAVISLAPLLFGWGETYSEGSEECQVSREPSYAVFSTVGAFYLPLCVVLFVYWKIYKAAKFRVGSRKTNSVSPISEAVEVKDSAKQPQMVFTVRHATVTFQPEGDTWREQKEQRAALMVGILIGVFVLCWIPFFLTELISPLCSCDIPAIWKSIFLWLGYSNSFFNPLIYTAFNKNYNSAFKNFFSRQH
Ecoli viability: reduces bacterial viability in AddAB counter-screen. E. coli V3065 growth, OD600 absorbance, 18 h. inhibition, % at 11.9 µM. actives 0.27% (n = 330,000). AID 449728;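 active means inhibition above the campaign's mean inhibition across all tested compounds plus 3 SD, cut at about 9.9% in these data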;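 further: uninfected addAB+ strain grown without phage in ampicillin broth; 0% = DMSO wells and 100% = ciprofloxacin 0.95 µg/ml wells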
phage Ecoli inh: E. coli growth loss with phage present; growth absorbance; inhibition, % at 11.9 µM; actives 0.26% (n = 360,000); AID 651602; in the data active means inhibition above about 11%
PfHsp90 set2: growth inhibition of yeast expressing Plasmodium Hsp90. actives 0.32% (n = 310,000). inhibition, % at 9.4 µM. S. cerevisiae expressing PfHsp90, BacTiter-Glo ATP, 48 h; yeast lacking PDR1 and PDR3 efflux regulators;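 active means every replicate shows inhibition above about 80%, whatever the replicate mean, limit read from the data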;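 further: 0% = DMSO neutral controls and 100% = 20 µM radicicol positive controls; yeast relying on Plasmodium falciparum Hsp90 in place of its own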
Tat transport: blocks Tat-dependent protein export in E. coli; inhibition, % at 10 µM; AID 488895; actives 0.036% (n = 340,000); E. coli MC4100 TorA-mCherry Tat export, fluorescence;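 active means mean replicate inhibition at least 50% and at least half of replicates individually reaching 50%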;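 further: exported cargo escapes ClpAP degradation while cytoplasmic cargo is degraded and loses fluorescence; 0% = median of neutral control wells and 100% = median of NaSCN control wells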
MOR-DOR inv ag: inverse agonists of human mu-delta opioid receptor heterodimerization. cell-based MOR-DOR heterodimer luminescence, inverse agonism. inhibition, % at 9.3 µM. actives 0.21% (n = 340,000); in the data active means inhibition above about 22%, passing the limit was not always enough;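 further: 0% = cells with DMSO and 100% = wells without cells with DMSO; values of inactives mirror those of a sister screen read the other way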
PKA-R1A activ: PKA-R1A complex activation; PKA-R1A dissociation, Cy5-IP20 fluorescence polarization; scaled: DMSO 0%, 113 µM cGMP 100%; activation, % at 11.4 µM; actives 0.083% (n = 340,000);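 active means percent activation above the mean of all tested compounds plus 3 SD, cut at about 19% in these data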;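 further: higher means more PKAc released from R1A so a rise in polarization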
PKA-R2B activ: activates the human PKA-R2B holoenzyme complex; P22694+P31323; PKA-R2B holoenzyme dissociation, Cy5-IP20 fluorescence polarization; R2B truncated from residue 108, S112A mutant; 0% DMSO only, 100% 113 µM cGMP; activation, % at 11.4 µM; actives 0.079% (n = 340,000); AID 504700;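 active means activation above a cutoff set at the mean over all compounds plus 3 SD, cut at about 18% in these data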;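 further: higher means more holoenzyme dissociation and a rise in polarization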
Target sequence (P31323 whole entry, looked up, other chains not shown, the tested form may be a part): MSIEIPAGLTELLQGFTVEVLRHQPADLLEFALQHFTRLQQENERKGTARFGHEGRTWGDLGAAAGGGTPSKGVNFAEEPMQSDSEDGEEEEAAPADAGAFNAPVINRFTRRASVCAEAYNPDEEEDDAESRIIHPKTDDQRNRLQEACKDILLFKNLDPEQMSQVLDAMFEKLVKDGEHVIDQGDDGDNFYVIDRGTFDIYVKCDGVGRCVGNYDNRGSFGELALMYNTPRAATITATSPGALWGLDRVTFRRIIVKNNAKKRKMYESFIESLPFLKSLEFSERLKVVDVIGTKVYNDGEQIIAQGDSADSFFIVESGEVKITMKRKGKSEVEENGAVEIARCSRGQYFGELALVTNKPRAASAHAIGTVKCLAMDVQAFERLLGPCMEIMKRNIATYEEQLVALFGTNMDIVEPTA
OPRM1-OPRD1 ag: OPRM1-OPRD1 heterodimerization agonism | cells, luminescence | activation, % at 9.3 µM | P35372+P41143 | actives 0.3% (n = 340,000) | AID 504326; in the data active means activation above about 18%;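 further: 0% = vehicle-treated cells and 100% = reference agonist; values of inactives mirror those of a sister screen read the other way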
AddAB inh: less growth of phage-infected E. coli with AddAB; actives 0.29% (n = 330,000); AID 435030; inhibition, % at 11.9 µM; E. coli expressing H. pylori AddAB, absorbance growth; in the data active means inhibition above about 12%;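 further: 0% = vehicle wells of infected cells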
SUMO Mot1 rescue: SUMOylation pathway inhibition by Mot1-301 growth rescue | S. cerevisiae Mot1-301 growth rescue, ATP luminescence, 38.5C; percent above DMSO median, 100 means doubled | growth rescue, % at 18.8 µM | actives 1% (n = 320,000) | AID 2716;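 active means every valid replicate shows activation above 250% relative to neutral control wells; inactive means the rest, any valid replicate at or below 250%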;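 further: OY570 slx delta 5 strain wells were the positive control but not used for scaling; some compounds called inactive have numbers as strong as hits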
Numbers without * were called inactive; nt = not tested or not shown. Rows were taken by chance (roughly 2.2% active in at least one column).

No.	molecule	HTR5A inv ag	Ecoli viability	phage Ecoli inh	PfHsp90 set2	Tat transport	MOR-DOR inv ag	PKA-R1A activ	PKA-R2B activ	OPRM1-OPRD1 ag	AddAB inh	SUMO Mot1 rescue
1	CCc1cccc(N(CC(=O)NC2CCCCC2)C(=O)c2csnn2)c1	-23	1.1	1.4	-10	-5	-7	-1	-10	0.8	2.3	-6
2	Cc1ccc(C(=O)N2CCN(c3cccc(Cl)c3)CC2)cc1C	-6	-1.7	1.6	-2	13	-18	2	6	3.1	2.7	81
3	O=c1[nH]c(SCc2ccccc2)nc2c1cnn2-c1ccc(F)cc1	-24	-1.9	1.6	-18	1	-1	-6	-10	0.1	-0.3	-3
4	COc1ccc(NC(=O)Cn2nnc(C(=O)Nc3ccccc3C)c2N)cc1	3	-1.3	1.5	7	5	7	-9	-2	-1.2	0.1	nt
5	Cc1c(NC(=O)C(C)OC(=O)c2cccc(S(=O)(=O)N(C)C)c2)c(=O)n(-c2ccccc2)n1C (stereo unspecified)	-5	0.9	1.4	-14	-7	2	4	-10	-0.5	0.8	-16
6	COC(=O)CS(=O)(=O)c1ccsc1C(=O)Nc1ccc(F)c(F)c1	-3	2.4	3.4	-1	8	4	-8	3	-0.7	3.0	10
7	COc1ccc(N=C2SC(CC(=O)Nc3ccccc3F)C(=O)N2Cc2ccco2)cc1 (stereo unspecified)	-16	-0.7	2.0	3	3	-5	1	-15	0.8	2.3	16
8	O=C1C2=C(SCCS2)C(=O)N1CCCO	-1	-3.7	0.8	4	-1	10	1	7	-1.9	-1.3	15
9	CCCOc1c(OC)cccc1C1CC(=O)Nc2cc3c(cc21)OCO3 (stereo unspecified)	-12	1.4	1.3	nt	-2	5	3	-2	-1.1	0.3	-9
10	CCOC(=O)C1CCN(C(=O)c2cccc(S(=O)(=O)N(C)C3CCCCC3)c2)CC1	5	-0.4	2.8	1	7	8	-3	1	-1.7	3.1	6
11	COc1ccc(-c2nc3c(c4nnc(SC(C)C(=O)Nc5ccc(C)cc5)n24)COC(C)(C)C3)cc1 (stereo unspecified)	6	1.5	0.2	-21	-5	6	-4	1	-1.0	3.2	0
12	O=C(NCCO)c1ccc2c3n(nc2c1)-c1ccccc1CO3	2	-0.4	2.5	6	-4	-3	-8	1	0.6	-1.3	11
13	COc1ccc(NC(=O)COC(=O)CC23CC4CC(CC(C4)C2)C3)c([N+](=O)[O-])c1	-16	-0.3	-0.1	-12	3	-12	-1	-4	2.3	6.3	32
14	Cc1ccc(C(=O)c2ccccc2C(=O)OCC(=O)N2CC(C)CC(C)C2)cc1 (stereo unspecified)	-13	0.2	3.9	6	6	11	-8	-16	-2.7	0.6	12
15	CC1CN(C(=O)COc2ccc3ccccc3c2)CC(C)O1 (stereo unspecified)	-32	-2.1	1.8	-26	-9	2	2	-6	-0.5	0.2	26
16	O=C(CSc1n[nH]c(=O)[nH]c1=O)N/N=C/C=C/c1ccccc1	-29	-2.4	-1.4	-5	-3	21	-3	-9	-3.9	1.1	nt
17	N#CC1=C(N)NC(SCC(=O)Nc2ccccc2)=C(C#N)C12CCCCC2	-21	-0.2	2.1	4	2	-3	-2	-11	0.4	1.9	2
18	CC12CCC(=O)C=C1CCC1C3CC(O)C(O)(C(=O)CO)C3(C)CC(O)C12F (stereo unspecified)	5	nt	3.0	-23	4	4	-3	-12	-0.8	nt	nt
19	Cc1cccc(-n2ccnc2SCC(=O)Nc2cc(C)on2)c1	-2	-0.3	-3.2	-3	-3	14	-2	-9	-3.4	0.8	-1
20	Cc1ccc(C(=O)COC(=O)c2cccc(NC(=O)c3ccc([N+](=O)[O-])cc3[N+](=O)[O-])c2)cc1	-5	2.0	3.0	1	-6	-61	-19	-2	12	2.2	0
21	COc1ccc(NC(=O)CN(C)CC(=O)NCC2CCCCC2)cc1	-16	nt	-1.0	11	11	4	0	-8	-0.7	nt	nt
22	COc1ccccc1/C=C/C(=O)c1cc(Br)ccc1OC(=O)c1ccco1	-9	-0.2	-0.3	-53	-5	6	1	-8	-1.0	2.4	-13
23	Cc1csc2ncnc(NNC(=O)c3ccc(Cl)cc3)c12	9	-0.7	-1.3	21	2	20	0	-7	-3.7	-6.7	-4
24	COc1ccc(CCNC(=O)C(=O)N2CCCC2)cc1OC	9	1.2	2.4	nt	-3	-1	0	-13	0.2	-0.1	-1
25	COc1ccccc1OCCC(=O)N1CCN(c2ccccc2OC)CC1	-3	-0.6	2.7	18	-6	5	-8	7	-0.9	0.8	39
26	C/C(=N/NC(N)=S)c1ccc(Br)s1	-16	-2.6	1.9	-22	-3	14	4	-1	-2.8	-0.3	7
27	COc1ccc(C(=O)NC2c3ccccc3-c3ccccc32)cc1	-2	0.3	4.6	-1	-4	-9	-8	3	1.3	-0.4	5
28	Nc1nc(NC(=O)c2cccc(S(=O)(=O)N3CCCCCC3)c2)nc(-c2ccccc2)n1	7	1.2	2.7	-4	-8	-2	-20	1	0.3	0.8	62
29	COc1ccc(CNC(=O)C(=O)c2cn(CC(=O)N3CCOCC3)c3ccccc23)cc1	0	0.8	2.6	-12	-6	3	-1	-9	-0.5	5.1	-2
30	COC(=O)C(NC(C)=O)(Nc1ccc(Br)cn1)C(F)(F)F (stereo unspecified)	-6	-1.9	1.7	13	3	10	0	6	-1.7	-1.9	5
31	COc1ccccc1NS(=O)(=O)c1cccc(C(=O)N2CCN(Cc3ccc4c(c3)OCO4)CC2)c1	9	-0.1	0.2	-1	0	11	2	-11	-1.6	0.8	-7
32	CCOC(=O)/C(C#N)=C/Nc1ccccc1OC	0	-0.9	3.5	24	2	-5	2	1	0.8	3.6	0
33	O=C(Nc1ccc(Nc2ccncc2)cc1)c1ccc(Nc2ccnc3ccc([N+](=O)[O-])cc23)cc1[N+](=O)[O-]	9	-2.3	-0.2	5	7	4	-1	7	-0.7	0.2	-13
34	COc1ccc(-c2csc(NC(=O)C3=NN(c4ccccc4)C(=O)CC3)n2)cc1	-27	-2.3	1.6	-14	4	7	2	-7	-1.4	1.0	-5
35	Cc1cc(NC(=O)COC(=O)C2CC(=O)N(c3ccc(Cl)cc3)C2)no1 (stereo unspecified)	5	-1.8	2.1	8	2	6	-5	1	-1.2	-0.3	5
36	Cc1ccc(C)c(N(C(=O)c2csnn2)C(C(=O)NC2CCCCC2)c2ccccn2)c1 (stereo unspecified)	11	0.8	1.8	3	7	9	1	-6	-1.4	-0.4	7
37	CCOC(=O)c1csc(N)n1	0	0.0	2.8	20	-15	9	-5	-5	-2.0	1.4	-2
38	Cc1nc2ccc(NC(=O)CS(=O)(=O)c3ccccc3)cc2s1	3	0.0	2.1	nt	-3	9	8	0	-1.8	-0.4	8
39	Cc1cc(C)n2nc(-c3ccc(F)cc3)nc2n1	16	2.6	-2.1	15	-6	8	-11	-7	-1.3	0.0	5
40	O=C1CC(c2cccc([N+](=O)[O-])c2)c2c(ccc3ccccc23)N1 (stereo unspecified)	-2	1.9	-0.2	-2	-6	-22	0	-11	4.2	2.3	-18
41	CC(=O)Nc1ccc(NC(=O)C(C)Sc2n[nH]c(=O)n2Cc2ccccc2)cc1 (stereo unspecified)	-9	0.9	2.0	4	7	13	-3	-5	-2.1	2.8	76
42	Cc1ccc(OCc2nc(-c3ccc(Cl)cc3)n[nH]2)cc1	-23	2.9	2.6	nt	1	-19	-4	9	3.4	3.2	-11
43	CCN(CC(=O)NCc1ccc(Cl)cc1)C(=O)c1cccc(S(=O)(=O)Nc2ccc(OC)cc2)c1	3	-0.3	1.9	nt	-9	3	1	-4	-0.4	1.4	-2
44	Cc1cccc(N2CC(C(=O)Nc3nnc(SCCN4CCOCC4)s3)CC2=O)c1 (stereo unspecified)	13	-1.2	0.1	-27	2	10	-5	-9	-1.8	2.1	182
45	N#CC1(NC(=O)CSc2nnc(Cc3ccccc3)o2)CCCCC1	-9	-0.2	-0.3	-12	4	11	-3	4	-2.9	0.0	-1
46	CC(=O)O[C@@H]1C[C@H]2C(C)=C[C@H]3OC(=O)[C@@H](C)[C@H]3C[C@H]2[C@]1(C)O	-19	-0.8	1.6	nt	5	8	-3	-3	-1.5	3.6	2
47	Cc1onc(-c2c(F)cccc2Cl)c1C(=O)NC1CC1	-5	2.4	1.9	-7	4	8	1	1	-1.4	0.4	-3
48	Cc1nc2c(c(=O)n1CCC1=CCCCC1)c1nc3ccccc3nc1n2/N=C/c1ccccc1	4	-0.7	nt	nt	1	8	3	1	-1.6	0.2	10
49	C/C(=N\NC(=O)Cn1nc(C)c([N+](=O)[O-])c1C)c1ccco1	-22	-0.7	-1.1	-12	4	10	3	-6	-2.0	0.4	-15
50	CCOC(=O)Cc1csc(SCC(=O)N2CCN(c3ccc(OC)cc3)CC2)n1	37	-0.6	1.2	nt	2	11	4	12	-2.2	1.2	11
51	COc1ccc(Cl)cc1C(Nc1cccnc1)c1ccc2cccnc2c1O (stereo unspecified)	-13	23*	16*	104*	2	-8	-7	-7	1.4	14*	56
52	CCOC(=O)c1c(NC(=O)C2C3CCC(O3)C2C(=O)O)sc(C)c1-c1ccc(F)cc1 (stereo unspecified)	-2	2.1	0.3	16	-4	5	1	4	-1.0	2.8	6
53	COc1ccc(C(=O)NC(=S)NNC(=O)CNC(=O)C2CCCCC2)cc1	-5	-0.1	-3.2	6	0	15	-8	-8	-3.2	-1.5	1
54	C[C@@H]1CN([C@H](C)CO)C(=O)c2cc(NS(=O)(=O)c3cn(C)cn3)ccc2O[C@@H]1CN(C)S(C)(=O)=O	-9	2.2	1.1	10	-1	4	6	-1	-0.8	5.1	-10
55	CN(C)c1ccc(NC(=O)COC(=O)c2cc(Cl)ccc2[N+](=O)[O-])cc1	-9	-0.5	3.4	-8	2	-20	-9	-4	4.0	3.1	-13
56	S=C1Nc2ccccc2Sc2ccc(Cl)cc21	-29	-6.0	0.2	-5	-16	-33	5	3	6.2	-2.7	1
57	COc1ccc(OC)c(Nc2nc(N)nc(CCl)n2)c1	-53	0.7	1.8	17	-6	-1	-6	-4	0.2	2.2	1
58	CN(C)/C=C/C(=O)c1ccn(S(=O)(=O)c2ccccc2)c1	-3	-1.1	3.8	-19	1	-3	2	-1	0.7	-0.9	-9
59	CCOC(=O)/C(C#N)=C/c1c(N2CCN(C)CC2)nc2ccccn2c1=O	-12	0.7	2.1	-19	1	15	4	3	-3.2	-1.6	-7
60	Cn1cnnc1SC(C(=O)c1ccccc1)c1ccccc1 (stereo unspecified)	2	-1.4	1.6	-37	1	8	2	-7	-1.6	-2.2	493
